# CRFBP-R2 block: blocks CRF-induced signaling of the CRF-BP/CRF-R2 complex. HEK293 CRF-R2/CRF-BP, CRF-induced calcium fluorescence. inhibition, % at 11.8 µM. 350,000 tested, 0.59% active. AID 588475;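 active = inhibition of the ligand-induced calcium signal above about 50% at the single tested concentration, limit read from the data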
# CHRM4 PAM: CHRM4 positive allosteric modulation; 360,000 tested, 0.4% active; P08173; activation, % at 3 µM; CHO-K1 hM4/Gqi5, Fluo-8 calcium fluorescence, ACh EC20; 0% = ACh EC20, 100% = maximal ACh; AID 624126;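 active = activation above its plate's cutoff, the mean activation of sample wells plus 3 SD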; note: some results filed as inactive read as strong as hits
# CRFBP-R2 agonist: agonists of human CRF-binding protein/CRF-R2 receptor complex | HEK293 CRF-R2/CRF-BP, calcium dye fluorescence (FLIPR); percent of saturating CRF peptide response | activation, % at 13.2 µM | 350,000 tested, 0.46% active | AID 588473;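 active = activation of at least 50%, plus an integration ratio under a set limit after plate pattern correction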;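 note: plate controls were neutral control wells without compound for no effect and CRF at EC100 for full effect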
# PHOSPHO1 inh: PHOSPHO1 (human) inhibition. recombinant PHOSPHO1, absorbance phosphatase assay. 290,000 tested, 1.1% active. inhibition, % at 13.3 µM; in the data active = inhibition above about 60%
# GalR3 antag: blocks the human galanin receptor 3 | AID 651719 | HEK293 GalR3-CNG cAMP membrane potential fluorescence; galR3 body fused to GalR1 C-terminus | O60755 | inhibition, % at 3 µM | 360,000 tested, 0.44% active;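 active = inhibition above the screen-wide average plus 3 SD, cut at about 13% in these data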;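 note: forskolin and galanin both at EC90 stimulate the cells; cAMP rise reported by CNG channel membrane potential dye signal; 0% = forskolin plus galanin with DMSO and 100% = forskolin alone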
# MEKK3 PB1 HTS: modulators (inhibitors or enhancers) of MEK5 binding to human MEKK3 PB1 domain | Q99759 | 290,000 tested, 1.4% active | binding response (% of control), % at 10 µM | bead-based flow cytometry, Alexa488-MEK5 binding to MEKK3; actives lie on both sides; 0 = blocked by unlabeled MEK5, 100 = vehicle;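 active = binding response more than 3 SD above or below the average of its plate-row segment, actives on both sides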;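 note: Alexa488 bead fluorescence after subtracting the streptavidin-only scavenger bead signal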
# p-CIP stab down: lowers stability of the mouse p/CIP coactivator protein | 290,000 tested, 0.01% active | decrease of EGFP signal, % at 10 µM | F442A p/CIP-EGFP cells, EGFP fluorescence, 16 h | Q05BA5 | AID 1984;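 active = EGFP signal decrease of at least 30% at 10 µM or well 3 SD below plate mean, unless failing retest; inactive = the rest, including hits failing retest or dose response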; note: some compounds called inactive have numbers as strong as hits; many of its hits are not listed in these tables
# IDE act: boosts human insulin-degrading enzyme activity in HEK cells. P14735. FAbeta-B cleavage, fluorescence polarization; 0% vehicle, 100% cell-free pure enzyme wells. activation, % at 5.96 µM. 340,000 tested, 0.073% active. AID 493087;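 active = activation above the mean of all tested compounds plus 3 SD, set per screening campaign, cut at about 17% in these data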
# Target sequence (P14735 whole entry, looked up): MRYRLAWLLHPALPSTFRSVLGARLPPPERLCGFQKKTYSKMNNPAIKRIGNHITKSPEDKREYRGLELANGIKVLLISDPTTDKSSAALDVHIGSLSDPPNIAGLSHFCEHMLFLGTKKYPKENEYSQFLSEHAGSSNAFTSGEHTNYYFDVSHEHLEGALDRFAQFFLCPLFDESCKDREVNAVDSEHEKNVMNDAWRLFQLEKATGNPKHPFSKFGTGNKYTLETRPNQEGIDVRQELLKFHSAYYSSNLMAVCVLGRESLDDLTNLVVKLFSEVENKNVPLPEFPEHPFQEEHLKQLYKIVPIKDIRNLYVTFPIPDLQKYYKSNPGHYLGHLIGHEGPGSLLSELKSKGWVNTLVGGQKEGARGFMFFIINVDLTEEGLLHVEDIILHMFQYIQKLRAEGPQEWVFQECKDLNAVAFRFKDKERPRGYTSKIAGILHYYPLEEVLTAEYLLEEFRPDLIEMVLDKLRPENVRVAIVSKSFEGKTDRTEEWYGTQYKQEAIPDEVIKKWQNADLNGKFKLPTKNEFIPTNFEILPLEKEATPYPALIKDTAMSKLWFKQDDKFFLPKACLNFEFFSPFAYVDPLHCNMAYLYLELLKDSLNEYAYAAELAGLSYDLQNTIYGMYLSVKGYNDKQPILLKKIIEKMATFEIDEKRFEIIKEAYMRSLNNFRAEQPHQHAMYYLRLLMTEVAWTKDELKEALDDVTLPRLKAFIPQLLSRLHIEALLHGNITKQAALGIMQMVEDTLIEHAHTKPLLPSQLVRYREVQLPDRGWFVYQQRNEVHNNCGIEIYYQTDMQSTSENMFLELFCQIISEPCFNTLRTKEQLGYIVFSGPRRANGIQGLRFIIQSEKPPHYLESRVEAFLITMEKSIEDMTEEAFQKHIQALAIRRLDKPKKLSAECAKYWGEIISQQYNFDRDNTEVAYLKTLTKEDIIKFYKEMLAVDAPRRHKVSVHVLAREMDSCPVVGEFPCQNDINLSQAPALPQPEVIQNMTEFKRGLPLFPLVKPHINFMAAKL
# IDE cell inh: cellular human IDE inhibition; HEK cells, FAbetaB cleavage, fluorescence polarization; P14735; AID 434962; 320,000 tested, 0.41% active; inhibition, % at 5.59 µM;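 active = percent inhibition above the average of all tested compounds plus 3 SD, set per screening campaign, cut at about 16% in these data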;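 note: IDE supplied by intact live HEK cells; FP after avidin binding of uncleaved biotin substrate so inhibition keeps polarization high; 0% = DMSO wells and 100% = 60 µM reference IDE inhibitor Ii1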
# An asterisk follows results filed as active; . = not tested or not shown.
item	Compound	CRFBP-R2 block	CHRM4 PAM	CRFBP-R2 agonist	PHOSPHO1 inh	GalR3 antag	MEKK3 PB1 HTS	p-CIP stab down	IDE act	IDE cell inh
1	CCSc1nnc(NC(=O)c2cccc3ccccc23)s1	-22	-3	0.7	18	1	104	-4	4	0
2	Cn1ccnc1-c1ccc(-c2nccn2C)cc1	4	0	-1.1	24	-8	107	-15	5	-2
3	CCC/C(=N\NC(=O)Cc1csc(N2CCOCC2)n1)c1ccccc1	4	3	-2.6	32	2	92	-1	-2	-2
4	O=C1C(Cl)=C(NCC2CCCO2)C(=O)N1c1ccccc1 (stereo unspecified)	12	1	-0.1	9	-5	102	-12	1	5
5	CCOC(=O)c1ccc(NC(=O)CN(c2ccc(C)cc2)S(=O)(=O)c2c(C)nn(C)c2C)cc1	-40	-16	-2.0	1	-2	99	-7	7	-3
6	Cc1ccc(N2C(=O)N(CC(=O)Nc3ccc(F)c(F)c3)C(=O)C2C)cc1 (stereo unspecified)	-14	10	0.0	.	-3	.	.	-2	6
7	CCCCNC(=O)CC1C(=O)N(Cc2ccccc2)C(C)c2nc3ccccc3n21 (stereo unspecified)	-30	5	-0.4	2	-6	97	-9	3	4
8	O=C(CSc1nnc(-c2ccco2)n1Cc1ccco1)NCc1ccccc1	12	-1	-1.3	8	-8	106	-10	7	10
9	CC(=O)Nc1ccc(NCN2C(=O)C3C4CCC(C4)C3C2=O)cc1 (stereo unspecified)	0	2	-0.6	19	-5	98	-11	5	6
10	Cn1cc([N+](=O)[O-])c(C(=O)Nc2ccn(Cc3c(F)c(F)cc(F)c3F)n2)n1	9	15	-0.5	7	-4	97	-13	5	1
11	CCOC(=O)c1ccc(NC(=O)CSc2nc3cccnc3n2C)cc1	-5	-4	-0.9	-2	-2	113	2	5	1
12	COc1ccc(N=C2SC(CC(=O)Nc3ccc(F)cc3)C(=O)N2Cc2ccco2)cc1 (stereo unspecified)	8	-10	12	-18	-6	109	0	-4	0
13	COc1ccc(C(=O)CSc2nc(C)cc(=O)[nH]2)cc1	-9	14	-1.1	3	-1	102	-10	4	7
14	CC1C/C(=N/Nc2ccc([N+](=O)[O-])cc2[N+](=O)[O-])CC(C)(C)C1 (stereo unspecified)	-18	1	2.5	1	-3	109	6	-2	-2
15	CCOC(=O)c1c(NC(=O)CN(C)C2CCN(C)CC2)sc(C(=O)Nc2ccccc2)c1C	-10	1	-0.6	-7	-8	112	4	-1	0
16	CC(C)c1ccccc1NC(=O)C1C2C=CC(C2)C1C(=O)O (stereo unspecified)	14	7	2.5	-3	-8	103	-2	5	-2
17	Cc1cc(C)c2[nH]c(=O)c(CN(Cc3cccs3)C(=S)NCC3CCCO3)cc2c1 (stereo unspecified)	13	6	3.6	-24	-7	93	-13	2	-5
18	O=C1CCCC2=C1C(c1ccc(O)cc1)c1c(ccc3ccccc13)N2 (stereo unspecified)	-36	2	0.0	20	-4	101	15	.	4
19	CC(C)c1cccc(OCCCCN(C)C)c1	-24	-13	-1.1	6	0	98	-5	3	3
20	COC(=O)C1=C(C)N(C)C(=S)NC1c1ccc(OC)cc1OC (stereo unspecified)	7	-2	-0.8	48	-8	101	-2	3	-2
21	Cc1nc(N)ncc1Sc1ccccc1	14	26	-0.2	8	-1	101	-6	2	-1
22	COc1ccc(-c2nnn(CC(=O)Nc3ccc4c(c3)OCCO4)n2)cc1OC	4	8	0.1	.	.	.	.	5	-2
23	O=C(OCn1nnc2ccccc2c1=O)c1ccc2ccccc2n1	-23	0	-2.0	3	8	99	2	7	.
24	Nc1c(C(=O)Nc2ccc(Br)cc2)sc2nc(N3CCOCC3)c3c(c12)CCCC3	8	2	-1.1	.	-3	.	.	.	.
25	O=C(CCc1ccccc1)NNC(=O)C12CC3CC(CC(C3)C1)C2	-29	2	1.0	18	-7	96	0	7	-3
26	Cc1cc(OCC(=O)N2CCN(c3ccccn3)CC2)c(C)cc1Br	-6	-3	-1.4	23	-3	100	-16	1	10
27	CCN(CC)CCN(C(=O)c1ccc(C(=O)c2ccccc2)cc1)c1nc2c(OC)cccc2s1	-9	0	-0.8	34	5	115	-16	-1	1
28	C[C@H](N)C(=O)OCc1ccc([N+](=O)[O-])cc1	4	2	0.1	16	-6	98	-16	-1	3
29	Cc1ccccc1C(=O)NNC1CC(=O)N(c2ccc3c(c2)OCCO3)C1=O (stereo unspecified)	-1	-5	-0.5	6	-9	95	-10	7	-1
30	CC1(C)C[C@H]2C3=CCC4[C@@]5(C)CC[C@H](O)[C@@](C)(CO)C5CC[C@@]4(C)[C@]3(C)C[C@@H](O)[C@@]2(CO)[C@@H](O)[C@@H]1O (stereo partly specified)	1	6	-0.7	.	-1	.	.	0	-1
31	O=C(Nc1ccc(CN2CCOCC2)cc1)c1ccc(-c2ccc(Cl)cc2Cl)o1	-25	-10	3.2	13	7	120	7	0	4
32	COCCOC(=O)c1c(C)oc2cc(Br)c(OCC(N)=O)cc12	-7	-5	-1.0	-2	-3	109	-4	1	4
33	O=C(CN1C(=O)NC2(CCCC2)C1=O)OCc1c(F)cccc1Cl	2	11	0.8	.	-2	.	.	1	-4
34	O=C(c1ccccc1Sc1ccccc1[N+](=O)[O-])N1CCCCC1	-10	-5	-1.8	-2	-3	102	6	2	-8
35	CCOC(=O)C1CCN(C(=O)CN2C(=O)NC(C)(c3ccc4cc(OC)ccc4c3)C2=O)CC1 (stereo unspecified)	2	5	-6.2	.	-6	.	.	-3	5
36	Cn1c2ccccc2c(=O)c2ccc(-c3ccc4c(c3)OCO4)cc21	-2	2	-1.2	20	-6	94	3	-4	4
37	COc1cc(Nc2c3ccccc3nc3ccccc23)cc(OC)c1OC	17	-6	-5.4	22	-11	108	-16	3	-4
38	O=C(NCCCl)Nc1ccccc1OCCOc1ccccc1NC(=O)NCCCl	16	11	-0.3	19	4	100	7	4	5
39	CCOC(=O)c1c(CSc2ccccc2)oc2ccc(O)cc12	-15	3	-0.6	6	-4	99	-7	4	4
40	CCc1nc(NCc2ccco2)c2oc3ccccc3c2n1	0	5	-2.2	-10	-2	97	-1	6	5
41	O=C(N/N=C/c1cc([N+](=O)[O-])ccc1O)C1CCCCC1	13	-2	-1.4	6	-3	109	-12	1	-3
42	COc1cccc(NC(=O)N2CCCc3ccccc32)c1	5	-4	-0.2	50	-7	90	-3	-1	4
43	COc1ccc2c(c1)C(=O)c1ccccc1CO2	-8	9	-1.2	21	-5	.	-3	7	-1
44	Cc1ccc(SCc2ccc(C(=O)Nc3nccs3)o2)cc1	18	-7	0.7	29	-3	101	8	-3	4
45	Cc1nn(CC(=O)N(C)C2CCS(=O)(=O)C2)c(C)c1S(=O)(=O)N(C)C (stereo unspecified)	0	8	-0.7	.	-7	.	.	4	-1
46	Fc1ccc(CNCc2ccc(Br)cc2)cc1	3	4	-3.0	-7	-5	101	-5	-2	-1
47	Cc1ccc(Cn2c(-n3nc(C)cc3C)nc3c2c(=O)[nH]c(=O)n3C)cc1	-31	3	-3.9	14	-6	97	-7	-4	0
48	CCOc1ccccc1NS(=O)(=O)c1cn(C)c(=O)n(C)c1=O	1	.	0.0	3	.	94	11	.	6
49	CCN1CCN(Cc2c(O)ccc3c2O/C(=C\C=C\c2ccccc2OC)C3=O)CC1	-61	10	74*	-11	-1	133*	-12	-36	32*
50	CN(CC(=O)NCCc1ccc(F)cc1)Cc1ccc(Br)cc1	11	5	-1.5	17	-9	99	-12	-5	-8
51	Cc1ccc(-c2noc(-c3ccno3)n2)cc1	0	31*	-1.0	44	-2	100	-11	2	5
52	COCc1c(C(=O)N2CCN(Cc3nc4ccccc4s3)CC2)oc2ccccc12	16	9	0.0	.	-7	.	.	5	-1
53	COC(=O)c1c(NC(=O)CSc2nnc(-c3ccco3)n2Cc2ccccc2)sc(C)c1C	10	-9	-0.8	2	1	96	3	1	4
54	CCN(C[C@H]1N[C@@](Cc2ccccc2)(C(=O)OC)[C@H]2C(=O)N(C)C(=O)[C@@H]12)S(=O)(=O)c1ccc(OC(F)(F)F)cc1	17	-12	0.1	.	-9	.	.	-3	-4
55	COc1ccc(-c2[nH]ncc2CN(CCO)CC23CC4CC(CC(C4)C2)C3)c(OC)c1	-14	-19	3.4	48	-5	95	2	-1	0
56	Cc1cc(C)c(OCC(=O)Nc2nnc(C3CC3)s2)c(C)c1	-18	18	-0.3	.	-4	.	.	1	.

# The list goes on:
item	Compound	CRFBP-R2 block	CHRM4 PAM	CRFBP-R2 agonist	PHOSPHO1 inh	GalR3 antag	MEKK3 PB1 HTS	p-CIP stab down	IDE act	IDE cell inh
57	O=C(OCCOc1cccc(Cl)c1)c1cc(S(=O)(=O)N2CCOCC2)ccc1F	9	-5	1.1	.	-2	.	.	0	0
58	CS(=O)(=O)N1CCC(C(=O)Nc2ccc(C(F)(F)F)cc2)CC1	5	3	4.6	-15	-3	103	-4	4	5
59	CC(C)Oc1ccc(C(=O)NC2CCCCC2)cc1	41	8	-4.3	-2	2	101	-8	2	6
60	CC(=O)c1ccc(NC(=O)COC(=O)Cn2cnc3ccccc32)cc1	-5	7	0.1	.	-3	.	.	4	5
61	O=C(COC(=O)c1ccccc1)NC(=O)NC1CCCC1	-12	11	-1.1	.	-3	.	.	2	.
62	CCOc1ccccc1N(CC(=O)NCc1ccncc1)S(=O)(=O)c1ccccc1	4	-5	0.0	17	-5	102	-13	2	1
63	COc1ccc2[nH]c3c(C)c4cc[n+](C)cc4c(C)c3c2c1	3	0	-0.2	.	-6	.	.	-5	.

# Molecules above with a furan ring, fused or not (9):
item	Compound	CRFBP-R2 block	CHRM4 PAM	CRFBP-R2 agonist	PHOSPHO1 inh	GalR3 antag	MEKK3 PB1 HTS	p-CIP stab down	IDE act	IDE cell inh
8	O=C(CSc1nnc(-c2ccco2)n1Cc1ccco1)NCc1ccccc1	12	-1	-1.3	8	-8	106	-10	7	10
12	COc1ccc(N=C2SC(CC(=O)Nc3ccc(F)cc3)C(=O)N2Cc2ccco2)cc1 (stereo unspecified)	8	-10	12	-18	-6	109	0	-4	0
31	O=C(Nc1ccc(CN2CCOCC2)cc1)c1ccc(-c2ccc(Cl)cc2Cl)o1	-25	-10	3.2	13	7	120	7	0	4
32	COCCOC(=O)c1c(C)oc2cc(Br)c(OCC(N)=O)cc12	-7	-5	-1.0	-2	-3	109	-4	1	4
39	CCOC(=O)c1c(CSc2ccccc2)oc2ccc(O)cc12	-15	3	-0.6	6	-4	99	-7	4	4
40	CCc1nc(NCc2ccco2)c2oc3ccccc3c2n1	0	5	-2.2	-10	-2	97	-1	6	5
44	Cc1ccc(SCc2ccc(C(=O)Nc3nccs3)o2)cc1	18	-7	0.7	29	-3	101	8	-3	4
52	COCc1c(C(=O)N2CCN(Cc3nc4ccccc4s3)CC2)oc2ccccc12	16	9	0.0	.	-7	.	.	5	-1
53	COC(=O)c1c(NC(=O)CSc2nnc(-c3ccco3)n2Cc2ccccc2)sc(C)c1C	10	-9	-0.8	2	1	96	3	1	4

# Compound activity (PubChem BioAssay)
